# XiGFP reactiv = activators of inactive X chromosome reactivation, primary screen, imaging, XiGFP fibroblasts, GFP high-content imaging, set 2 | XiGFP mouse fibroblasts, % GFP-positive cells imaging, 3 d; cells co-treated with 5-aza-dC sensitizer; scaled so ellipticine positive control = 100% | activation, % at 7.58 µM | 360,000 compounds, 0.055% hits | AID 743238, 2013;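 active = mean normalized replicate activation at least 10% and every replicate at or above 10%; inconclusive = only one of the two criteria met; inactive = mean below 10% and not all replicates reach 10%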;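 also: 0% = median of on-plate neutral control wells and 100% = ellipticine 6 µM median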
#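 Material: XiGFP fibroblasts, SV40-immortalized; Buffer or medium: DMEM containing 5-aza-dC; Compound dosing: single point; Times: 3 days compound exposure.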
# EWS-Fli block = EWS/Fli-driven NR0B1 reporter inhibitors, primary screen, A673 cells, NR0B1 luciferase, luminescence, MLPCN library; inhibition, % at 12.6 µM; viability-normalised; 350,000 compounds, 0.67% hits;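 active = mean inhibition of at least 50% after viability correction, with every replicate also passing that limit; inconclusive = mean reaches 50% but only one of two replicates passes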;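 also: firefly luciferase signal divided by Alamar Blue viability fluorescence both relative to DMSO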
# ERp5 inh = inhibitors of ERp5-driven insulin aggregation, primary screen, biochemical, turbidity, absorbance 650 nm, single point. Protein disulfide-isomerase A6 (Homo sapiens), Q15084. 90 min. inhibition, % at 9.99 µM. 350,000 compounds, 0.05% hits;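 active = mean replicate inhibition above about 25%, with every replicate also reaching it, limit read from the data, passing the limit was not always enough; inconclusive = only one of those two criteria met; inactive = neither criterion met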
# Target sequence (Q15084 whole entry, looked up): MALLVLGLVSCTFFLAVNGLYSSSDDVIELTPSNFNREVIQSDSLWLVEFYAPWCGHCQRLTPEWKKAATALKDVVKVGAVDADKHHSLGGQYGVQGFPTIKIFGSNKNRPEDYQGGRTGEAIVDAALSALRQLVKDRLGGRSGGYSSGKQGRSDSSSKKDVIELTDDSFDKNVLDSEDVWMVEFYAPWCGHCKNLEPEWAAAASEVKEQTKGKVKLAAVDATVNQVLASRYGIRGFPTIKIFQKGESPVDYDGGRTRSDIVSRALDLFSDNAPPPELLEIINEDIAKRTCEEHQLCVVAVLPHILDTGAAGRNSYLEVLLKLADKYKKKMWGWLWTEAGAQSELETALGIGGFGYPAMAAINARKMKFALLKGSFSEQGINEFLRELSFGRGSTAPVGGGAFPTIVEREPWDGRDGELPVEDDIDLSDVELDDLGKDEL
# DENV2 CPE = inhibitors of DENV2 cytopathic effect, primary screen, cell-based, plate reader, single concentration | DENV2-infected cells, cytopathic effect rescue | CPE inhibition, % at 9.99 µM | 350,000 compounds, 1.7% hits | AID 651640, 2012; in the data active = CPE inhibition above about 20%, passing the limit was not always enough; inconclusive = no clear call, values can overlap the other calls; tested in BHK-21 cells;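 also: 0% = median of neutral control wells and 100% = median of positive control wells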
# INS-1E GSIS act = GLuc luminescence reporter in INS-1E cells, primary screen for activators of glucose-dependent secretion of insulin; INS-1E GLuc reporter insulin secretion, 2-3 h; activation, % at 16.6 µM; 370,000 compounds, 0.61% hits; AID 743287, 2014;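 active = lowest replicate activation of at least 40%, so every replicate reaches that level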;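 also: 0% = median of neutral control wells and 100% = median of IBMX positive control wells; some compounds called inactive have numbers as strong as hits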
# PAX8 inh HTS = inhibitors of PAX8-driven TPO luciferase reporter, primary screen, RMG-I cells, single concentration; SteadyGlo, 24 h; inhibition, % at 12.6 µM; 360,000 compounds, 1.2% hits; AID 652154, 2013;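 active = mean replicate inhibition at least 60% with every replicate also reaching 60%; inconclusive = only one of the two criteria is met; inactive = mean below 60% and not all replicates reaching 60%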;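 also: luciferase light reporting Pax8 driven TPO promoter activity; plate controls were median of neutral control wells for no effect and mitoxantrone controls for full effect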
# CFTR F508del cor = F508del CFTR correction, initial screen, CFBE line, single point; CFBE cells, YFP halide quenching; stimulated with forskolin plus potentiator P3; % fluorescence drop versus neutral controls; activity (quench increase), % at 7.58 µM; 350,000 compounds, 0.36% hits;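 active = mean added fluorescence quench of at least 8% versus neutral control, with both replicates also reaching 8%; inconclusive = only one of the mean or replicate conditions met; inactive = mean below 8% and not both replicates reaching 8%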;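 also: cells transiently co-express mutant CFTR-F508del with the halide-sensitive YFP; corrector assay measuring rescue of mutant channel to the surface after 24 h compound exposure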
# ARNT-TACC3 inh = disruptors of ARNT/TACC3 protein interaction, primary screen, biochemical, AlphaScreen, single concentration | AlphaScreen His-ARNT PAS-B/GST-TACC3 binding, luminescence; TACC3 fragment carries E629A point mutation | inhibition, % at 9.99 µM | 390,000 compounds, 0.66% hits;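 active = mean inhibition of replicates at least 50% and at least half of replicates each reaching 50%; inconclusive = half or more replicates reach 50% but mean below 50%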;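 also: 0% = complete ARNT plus TACC3 wells and 100% = ARNT alone without TACC3; many hits fall short of the cut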
# Starred values were filed as active, the others as inactive; ? = inconclusive; · = not tested or not shown.
compound	XiGFP reactiv	EWS-Fli block	ERp5 inh	DENV2 CPE	INS-1E GSIS act	PAX8 inh HTS	CFTR F508del cor	ARNT-TACC3 inh
COc1ccccc1-c1cnc2c(c1)C(=O)N([C@H](C)CO)C[C@@H](C)[C@@H](CN(C)C(=O)c1cccnc1)O2	0.9	3	0	17	-3	-28	0.5	·
COc1cc(/C=N/N(C)C2=NS(=O)(=O)c3ccccc32)cc(OC)c1OC	0.1	11	-1	1	7	-1	-4.3	26
CCc1cc(CNC(=O)c2ccc(OC3CCN(C(C)=O)CC3)c(OC)c2)on1	0.0	-3	3	-3	-16	-20	-1.5	-6
Cc1csc(NC(=O)CCC(=O)N(CC(=O)NC2CCCCC2)c2ccccc2)n1	0.0	6	4	-2	3	7	2.9	-6
Cc1noc(C)c1NC(=O)N(C)C[C@H]1OCCCC[C@H](C)Oc2ccc(NS(=O)(=O)c3ccc(Cl)cc3)cc2C(=O)N([C@@H](C)CO)C[C@@H]1C	0.0	-1	0	4	-8	9	0.9	-8
COc1ccc2c3c([nH]c2c1)[C@H](CO)N(C(=O)NC(C)C)CC31CN(C(=O)c2cccnc2)C1	0.4	-10	1	10	11	·	-1.2	·
CC(OC(=O)c1cc(=O)[nH]c2ccccc12)C(=O)Nc1ccccc1F (stereo not drawn)	-0.1	11	0	6	-5	22	1.5	-21
CCOc1cc(NC(=S)NC)c(OCC)cc1NC(=O)c1ccc(OC)cc1	0.0	0	6	4	-10	17	1.6	7
COc1cc(/C=C/C(=O)Oc2coc(CSc3ncccn3)cc2=O)cc(OC)c1OC	-0.1	-6	16	8	3	-9	0.7	-2
COCCNC(=O)C1(C)CCCN(C(=O)c2ccccc2C(F)(F)F)C1 (stereo not drawn)	0.2	-5	3	9	0	18	-4.2	·
O=C(N/N=C/c1coc2ccccc2c1=O)c1cccc([N+](=O)[O-])c1	0.0	11	-6	-9	20	-7	1.9	1
c1ccc(OCCNc2nc(NCC3CC3)nc3ccsc23)cc1	-0.1	29	14	6	-1	17	-3.1	·
CS(=O)(=O)N(CC(=O)NC1CCCCC1)Cc1ccc(F)cc1	0.0	-7	-4	1	9	11	-2.5	-30
CC(C)NC(=O)Nc1ccc2c(c1)CC(=O)N([C@@H](C)CO)C[C@H](C)[C@@H](CN(C)Cc1ccc3c(c1)OCO3)O2	-0.1	·	-6	1	24	-3	0.8	·
CCC(=O)N(C)C[C@H]1Oc2cc(-c3cccc(OC)c3)ccc2S(=O)(=O)N([C@H](C)CO)C[C@H]1C	0.0	-9	-5	4	8	·	-1.1	-8
Cc1cccc2nc(-c3ccco3)c(Nc3ccc4c(c3)OCCO4)n12	0.4	9	5	10	1	-1	1.4	0
Cc1ccc(C)c(N2CCN(C(=O)CSc3ccsc3[N+](=O)[O-])CC2)c1	0.1	·	·	·	-27	7	·	4
CNC(=O)C[C@H]1CC[C@H]2[C@@H](COc3ccc(NC(=O)Nc4ccc(Cl)cc4)cc3C(=O)N2C)O1	0.3	-1	1	6	8	3	-2.5	6
O=C(C[C@@H]1CC[C@H](NC(=O)C2CCC2)[C@@H](CO)O1)NCc1ccccc1Cl	0.1	-2	3	?	-7	-4	0.3	-9
C[C@@H]1CN([C@@H](C)CO)S(=O)(=O)c2ccc(-c3ccncc3)cc2O[C@H]1CN(C)C(=O)Nc1ccc(C(F)(F)F)cc1	-0.5	-7	-3	?	-13	·	-0.7	-3
CCOc1ccc(CN2CCNC(=O)C2CC(=O)NCCCC2CCCC2)cc1 (stereo not drawn)	0.0	-12	-2	1	-37	-2	0.9	-2
CCc1ccc(NC(=O)c2cc(S(=O)(=O)N3CCCC3)ccc2F)cc1	0.1	-11	-1	-10	-17	-23	0.1	·
COc1ccc([Si](C)(C)[C@H]2[C@H](CCn3cc([C@H](O)c4ccccc4)nn3)O[C@@]3(C(=O)N(Cc4cccc(N5CCOC5=O)c4)c4ccccc43)[C@@H]2C)cc1	·	-5	-1	7	·	12	4.8	13
O=C(c1ccc2c(c1)OCO2)C1CCCN(C(=O)C2CCOCC2)C1 (stereo not drawn)	0.0	1	-7	3	5	12	0.9	-11
COc1ccccc1C(=O)NCCC(=O)N(C)CC(=O)Nc1ccc(N2CCOCC2)cc1	0.0	-14	0	-6	17	-2	3.5	-2
COc1ccccc1C(=O)N1C[C@H]2[C@@H](c3ccccc31)[C@@H](CO)N2CC1CCCC1	-0.1	14	1	-8	1	15	7.5	-4
COc1ccc(CCNC(=O)CC(=O)N/N=C\c2ccc(OCC(N)=O)cc2)cc1OC	0.0	-1	-2	-5	6	10	-1.0	·
Cc1cccc(NC(=O)C(=O)NCc2ccccn2)c1	·	-63	0	8	-5	·	0.0	0
CCCCSC1=C(C#N)C(c2ccccc2C)C(C(=O)OCC)C(=O)N1 (stereo not drawn)	·	5	-6	1	-17	·	0.1	-3
CO[C@H]1CN(C)C(=O)c2ccc(NC(=O)C3CCOCC3)cc2OC[C@H](C)N(Cc2cccnc2)C[C@@H]1C	-0.1	-7	·	2	6	·	-0.5	·
C[C@@H]1CN([C@@H](C)CO)S(=O)(=O)c2ccc(C3=CCCC3)cc2O[C@H]1CN(C)C	-1.0	-1	-4	9	7	·	-1.3	4
COc1ccc(NC(=O)Nc2cccc3ccccc23)cc1S(N)(=O)=O	0.0	3	0	2	6	0	1.2	-6
CNC(=O)Nc1cc(C)nn1C	0.1	13	-3	3	9	3	-0.7	4
CC(OC(=O)c1ccc2c(=O)n3c(nc2c1)CCCCC3)C(=O)Nc1ncc(Cl)cc1Cl (stereo not drawn)	0.1	-2	8	?	-1	10	·	0
Cc1cc(C)cc(NC(=O)CC23CC4CC(C2)CC(n2nnc(C)n2)(C4)C3)c1	0.1	·	·	·	-24	8	·	1
CCOC(=O)c1c(N2CCN(c3ccccc3)CC2)cc(C)nc1C	0.0	7	2	1	10	0	2.4	-3
c1ccc(-c2ccccc2OCCOCCN2CCNCC2)cc1	0.2	6	2	-7	7	-9	1.2	·
Cc1ccccc1Nc1nc(-c2cccnc2)cs1	-0.1	-87	4	-3	-8	-245	3.1	-11
COc1ccc(S(=O)(=O)N(C)C[C@@H]2OCCCC[C@H](C)Oc3ccc(NC(=O)Nc4ccc5c(c4)OCO5)cc3C(=O)N([C@H](C)CO)C[C@H]2C)cc1	0.7	-10	6	-7	8	19	-0.3	22
C[C@@H]1CN([C@H](C)CO)S(=O)(=O)c2ccc(C#CC3CC3)cc2O[C@@H]1CN(C)C(=O)c1ccncc1	·	-6	-1	5	·	·	-0.4	-3
C[C@@H]1CCCCO[C@@H](CN(C)CC2CC2)[C@@H](C)CN([C@H](C)CO)C(=O)c2cc(NC(=O)Nc3ccccc3)ccc2O1	0.3	·	2	5	1	-2	3.1	-4
CCc1nn(CC(=O)N2CC(C)CC(C)C2)c(=O)c2cccn12 (stereo not drawn)	-0.1	0	-7	1	10	12	-2.8	1
COc1ccc2c3c(n(C)c2c1)[C@H](CO)N(C(=O)Nc1cccc(F)c1)CC31CN(C)C1	0.0	11	6	-5	-21	14	0.2	·
COc1cccc(C(C(=O)NC2CCCC2)N2CCN(c3cc(C)ccc3C)CC2)c1OC (stereo not drawn)	0.0	15	0	-6	-4	-4	3.5	·
CC1(C(=O)NS(=O)(=O)c2ccccc2)CCN1C(=O)CC1CCCC1 (stereo not drawn)	0.2	14	1	0	-3	-9	0.1	·
CN1C(=O)[C@H]2[C@@H](C3CC3)N3C(=O)CN(CCO)C(=O)[C@@]3(Cc3ccccc3)[C@H]2C1=O	0.1	-17	1	·	·	-17	-0.7	-1
CCCNC(=O)Nc1ccc2c(c1)OC[C@@H](C)N(CCC(F)(F)F)C[C@@H](C)[C@H](OC)CN(C)C2=O	0.3	·	-2	0	-9	-40	-1.7	·
COc1ccc(-c2[nH]ncc2CNCCCSC)cc1F	-0.3	8	5	9	-3	8	3.3	2
O=C(N[C@H]1CC[C@H](CCNS(=O)(=O)c2ccccc2Cl)O[C@@H]1CO)c1ccc(F)cc1	0.0	7	-3	4	-1	4	1.8	0
COc1ccc(NC(=O)N(C)C[C@@H]2Oc3c(NC(=O)c4ccncc4)cccc3C(=O)N([C@@H](C)CO)C[C@H]2C)cc1	-0.6	-7	3	12	-6	-41	-1.8	·
Cc1ccc(NS(=O)(=O)c2ccc(CCC(=O)O)cc2)cc1	·	-4	1	-3	·	·	1.2	-5
CCN(CC)C1=NS(=O)(=O)c2cc([N+](=O)[O-])ccc21	0.0	-8	4	-6	0	28	1.2	-13
CCOC(=O)c1cc2c(=O)n3ccccc3nc2n(Cc2ccco2)c1=NC(=O)c1ccc(OC)cc1	0.1	12	-9	-10	-9	13	2.1	6
CC(C)CC#Cc1ccc2c(c1)O[C@H](CN(C)Cc1ccncc1)[C@H](C)CN([C@@H](C)CO)S2(=O)=O	-0.6	19	12	0	-34	36	1.0	10
CCC(=O)Nc1ccc2c(c1)C(=O)N(C)[C@H]1CC[C@H](CC(=O)NC3CCCC3)O[C@H]1CO2	0.3	-2	-3	-10	-1	-2	-0.1	-8
COCCNc1nc2c(S(=O)(=O)c3cc(C)ccc3C)nnn2c2ccccc12	0.0	0	2	-4	-1	8	·	-1

# Going on with the list.
compound	XiGFP reactiv	EWS-Fli block	ERp5 inh	DENV2 CPE	INS-1E GSIS act	PAX8 inh HTS	CFTR F508del cor	ARNT-TACC3 inh
O=C(c1ccccc1F)N1C[C@@H]2[C@H](c3ccccc31)[C@@H](CO)N2C(=O)C1CCCC1	0.1	0	-1	-6	9	5	-2.2	-8
C=C1CCN([C@H](C(=O)OCc2cccc(C)c2)C(C)C)S(=O)(=O)c2ccccc21	0.1	-2	-2	·	-10	-16	-1.7	2
CCCC#Cc1cnc2c(c1)C(=O)N([C@H](C)CO)C[C@@H](C)[C@@H](CN(C)C(=O)c1cnccn1)O2	-0.7	-19	3	-9	8	·	-0.2	11
C=CCNc1nc(N)c([N+](=O)[O-])c(NCCO)n1	0.0	6	-1	-5	82*	-12	2.5	-2
Cc1cc(-c2nn(-c3ccccc3F)cc2CN2CCCC(O)C2)c(C)s1 (stereo not drawn)	0.0	1	-4	8	-3	18	1.2	22
CCOC(=O)[C@]12CCCC=C1N(Cc1ccc3c(c1)OCO3)C(=O)[C@H](CC(=O)N1CCSCC1)C2	-0.1	2	0	-10	·	8	-2.6	·
Cc1ccccc1C(=O)c1cccn1CC(=O)NCc1ccc(Cl)cc1	0.0	-13	-1	·	17	-9	-2.8	1
O=C(NNC(=O)c1ccccc1[N+](=O)[O-])c1csc(N2CCOCC2)n1	0.0	3	-2	7	4	6	-8.2	2
COc1cc2nc(-c3ccccc3C)oc(=O)c2cc1OC	0.0	6	0	-3	9	8	-8.3	-13

# From PubChem
